# Screens (PubChem BioAssay)
# SKKanGAS inh: inhibitors of SKKanGAS S. pyogenes growth in kanamycin (SK-promoter or general growth effect). BacTiter-Glo, 6 h. inhibition, % at 7.5 µM. 1.3% of 300,000 active. AID 1662;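 active means mean replicate score, as percent of positive control median, at least 50; inconclusive means mean below 50 but one replicate at or above 50; inactive means mean and every replicate below 50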;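 further: strain carries kanamycin resistance gene driven by streptokinase promoter and grows in 40 µg/ml kanamycin; loss of luminescence reflects streptokinase promoter inhibition or plain growth inhibition; 0% = median of DMSO wells and 100% = positive control at its reference dose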
# IEC-6 cytotox: kills IEC-6 intestinal cells in KLF5 counter-screen | 0.78% of 290,000 active | inhibition, % at 5 µM | IEC-6 cytotoxicity, luminescence viability | AID 1825; in the data active means inhibition above about 22%;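 further: 0% = plate median of test compound wells and 100% = cytotoxic reference compound wells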
# Platelet DG rel: modulates dense granule release in human platelets. inhibition, %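 (compounds screened at 7.5 µM in platelet-rich plasma)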. human platelet-rich plasma, SFLLRN dense granule ATP release, luminescence. 0.22% of 300,000 active;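 active means mean replicate score, as percent of positive control, at or above 50; inconclusive means mean below 50 but at least one replicate at or above 50; inactive means mean and every replicate below 50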
# KLF5 inh: kruppel-like factor 5 inhibition; DLD-1 KLF5 promoter-luciferase reporter, luminescence; inhibition, % at 5 µM; 0.23% of 290,000 active;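 active means inhibition above a per-plate limit of that plate's mean compound inhibition plus 3 SD, cut at about 60% in these data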;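 further: 0% = DMSO wells and 100% = LY294002 at 200 µM; higher means less KLF5 promoter-driven luciferase light; inactives centre near -14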
# HSP90 refold inh: blocks HSP90-mediated luciferase refolding in reticulocyte lysate; Rabbit reticulocyte lysate, luciferase refolding luminescence, 3 h; inhibition, % at 5.6 µM; 0.91% of 290,000 active; AID 1789;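 active means inhibition above the screen-wide mean plus 3 SD, computed separately per campaign, cut at about 16% in these data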;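 further: 0% = DMSO wells and 100% = 60 µM geldanamycin wells; inhibitors lower the luminescence because luciferase stays unfolded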
# aSyn 5UTR inh: MLPCN primary screen, SNCA 5' untranslated region | inhibition, % (tested at 7.5 µM) | 0.82% of 300,000 active | alpha-synuclein 5'UTR reporter, inhibitor activity | AID 1813; in the data active means inhibition above about 60%; inconclusive means no clear call, values can overlap the other calls;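 further: H4 neuroglioblastoma cells stably carrying SNCA 5'UTR luciferase fusion; 0% = DMSO wells and 100% = positive control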
# HIF act: HIF pathway transcriptional activation | U2OS HRE-luciferase reporter, luminescence; normalized: DMSO 0%, desferrioxamine 100% | activation, % at 7.5 µM (by protocol) | 0.32% of 300,000 active | AID 1910;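 active means mean activation of at least 10% of the iron chelator positive control signal, with at least half of replicates also reaching 10%; inconclusive means mean and replicate majority disagree about reaching 10%; inactive means mean and most replicates under 10%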
# HSF1 inh: HSF1 inhibition | NIH3T3-HGL HSE-luciferase, MG132-induced, luminescence 8 h; stronger effect = lower value | activity change, negative = inhibition, % at 7.5 µM (by protocol) | 0.77% of 300,000 active;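 active means more than half of replicate wells show activity change below -50%, luminescence cut by over half; inconclusive means some wells, but at most half, below -50%; inactive means no replicate well below -50%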;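 further: luciferase reports HSF-1 transcriptional activity via heat shock element; 0% = median of DMSO wells and -100% = zero luminescence signal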
# AI-2 QS modul: modulates the Vibrio harveyi AI-2 quorum sensing system; Vibrio harveyi JMH597 AI-2 luminescence/OD600 ratio, 9 h; stronger effect = lower value; strain lacks LuxN and CqsS sensors; 0 = neutral-control median; activity change, % at 7.5 µM; 0.4% of 300,000 active; AID 2094; in the data active means activity change below about -75%, passing the limit was not always enough; inconclusive means no clear call, values can overlap the other calls;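 further: luminescence divided by OD600 gain over 9 h not by final OD600 alone; inactives centre near 13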
# HSF1 activator: increases HSF-1 driven luciferase reporter signal; NIH3T3-HGL HSF-1 luciferase reporter, MG132, 8 h; 100% = twice DMSO control signal; activation, % at 9 µM; 1.7% of 300,000 active;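 active means mean replicate activation of at least 50% with a set share of replicates each reaching 50%; inconclusive means only one of those two conditions met; inactive means mean below 50% and too few replicates reaching it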;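 further: 0% = median of the neutral control wells and 100% = twice that signal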
# Active calls of the source: *; ? = inconclusive; / = no result given.
SMILES,SKKanGAS inh,IEC-6 cytotox,Platelet DG rel,KLF5 inh,HSP90 refold inh,aSyn 5UTR inh,HIF act,HSF1 inh,AI-2 QS modul,HSF1 activator
COc1cc(Cl)ccc1S(=O)(=O)n1nc(C)cc1C,2,2,4,-13,-1,29,-0.5,10,3,41
COc1ccc(C(=O)Nc2nc3ccc(S(C)(=O)=O)cc3s2)cc1OC,-2,0,5,-16,0,-10,0.0,-4,29,-6
Cc1ccc(Cl)cc1N1CCN(C(=O)Cc2cn(C)c3ccccc23)CC1,14,1,1,-6,4,24,1.0,-1,17,9
CCOC(=O)CCS(=O)(=O)c1ccc(-c2ccc(S(=O)(=O)CCC(=O)OCC)cc2)cc1,1,9,7,-35,2,14,0.1,-7,12,5
COc1ccccc1/C=N/NC(=O)CC(=O)NCc1ccccc1,-4,7,2,23,8,12,-0.1,-8,8,1
Cc1ccc(N2C(=O)C3CCC(c4ccccc4)CC3C2=O)cc1 (stereo not given),12,6,-1,8,6,-3,-0.1,5,9,12
c1coc(CNc2ncnc3sc4c(c23)CCCCC4)c1,5,1,-5,15,0,-3,-0.1,-31,26,-44
CCCNc1ncnc2onc(C)c12,6,3,-9,-16,-1,/,/,/,3,/
Cc1cc(C(F)F)n2nc(C(=O)Nc3ccccc3Br)nc2n1,-8,-1,-4,-31,-5,-32,-0.2,0,67,17
Cc1cccc(OCC(=O)Nc2nnc(S(=O)(=O)N3CCCCC3)s2)c1,12,-4,-5,-15,-2,15,-0.2,4,14,31
O=C(O)c1ccc(Cl)c(S(=O)(=O)NC(Cc2ccccc2)C(=O)O)c1 (stereo not given),0,7,-3,-24,3,-8,0.5,-7,-12,-18
CCCCN(C(=O)/C=C/c1ccco1)c1c(N)n(CCC)c(=O)[nH]c1=O,10,7,-5,5,3,-15,0.1,30,7,76*
CCCCn1c(N)c(N(CC(C)C)C(=O)c2ccc(-n3c(C)ccc3C)cc2)c(=O)[nH]c1=O,-5,/,-26,/,/,-14,0.3,-2,22,4
N#CCCN(C1CCCCC1)S(=O)(=O)CCOc1ccccc1,5,1,-29,11,6,11,0.0,-3,10,0
CC(CC(=O)N1CCN(C(=O)c2ccccc2)CC1)c1ccccc1 (stereo not given),-4,3,1,-12,-2,1,-3.3,-3,9,-10
Cc1cccn2c(=O)c3cc(C(=O)NCC4CCCO4)c(=N)n(CCc4ccccc4)c3nc12 (stereo not given),0,0,-10,-10,4,-101,0.0,1,11,9
CCc1ccc(NC(=O)CCn2nc(C)c(S(=O)(=O)N3CCCCC3)c2C)cc1,2,-4,-1,-17,2,7,0.0,15,2,31
Cc1ccc(CN2CCN(Cc3cn(C)nc3C)CC2CCO)o1 (stereo not given),-2,4,2,-27,9,11,-0.4,-15,9,-36
Oc1[nH]c2ccccc2c1C=Nc1ccccc1,-8,1,18,-102,-2,-130,3.5,26,-1,25
COc1cc(CC(=O)Nc2ccc(S(=O)(=O)NC3=NCCCCC3)cc2)cc(OC)c1OC,-6,-4,-4,-10,-4,-12,-0.3,1,17,-3
CCOc1ccc(C(C)(C)C)cc1S(=O)(=O)N1CC(C)OC(C)C1 (stereo not given),-4,-1,11,-10,-3,15,-0.4,-5,20,-1
CCN(CC(=O)Nc1ccc(NC(C)=O)cc1)C(=O)c1ccccc1CCc1ccccc1,2,/,5,/,/,-9,0.0,-7,12,-3
O=C(COc1ccccc1C(=O)O)Nc1nc2ccc([N+](=O)[O-])cc2s1,24,-4,3,2,-5,-23,0.1,5,18,0
COc1c(C)cccc1C(=O)NC(=S)Nc1cccc2nsnc12,-1,2,-5,-30,-2,-25,1.4,8,26,42
CCOC(=O)N1CCN(C(=O)CSCc2ccccc2)CC1,1,-11,-6,-71,-5,-83,2.0,8,17,16
O=C(c1ccc(Cl)cc1)C(CN1CCCCC1)c1ccccc1 (stereo not given),-6,22*,1,-25,-1,-106,5.3,86,-6,107*
O=C(N/N=C\c1ccc[nH]1)c1cncc(Br)c1,0,-2,-4,-16,-5,-8,-0.4,0,-1,-12
CCCN=Cc1sc2ccc(OCC)cc2c1O,1,2,-1,-57,-2,-126,2.4,1,19,16
C/C(=N\Nc1ccc(S(=O)(=O)Nc2ccccc2)cc1[N+](=O)[O-])c1ccncc1,10,-3,-5,-6,0,-13,/,/,18,/
Cc1c(C(=O)N2CCN(c3ccccn3)CC2)oc2c1C(=O)CC(C)(C)C2,-5,-10,-11,-15,0,9,-0.3,0,14,0
Cc1cccc(NC(=O)c2ccc3c(=O)n(CC4CCCO4)c(=S)[nH]c3c2)c1 (stereo not given),25,-3,-2,-16,-1,-12,-0.6,-6,24,-9
COCCCNC(=O)/C(C#N)=C/c1c(N2CCN(c3ccc(OC)cc3)CC2)nc2c(C)cccn2c1=O,6,0,2,-16,2,37,1.0,2,5,16
Cc1cc(C)n2nc(SCC(=O)N(CC(C)C)c3c(N)n(CC(C)C)c(=O)[nH]c3=O)nc2n1,-6,-2,4,-12,1,-6,-0.6,-4,48,3
Cc1cccc(C(C)C)c1NC(=O)C(C)OC(=O)Cn1cnc2c1c(=O)n(C)c(=O)n2C (stereo not given),-1,/,10,/,/,-12,0.1,-6,16,-14
Cc1ccc(S(=O)(=O)NC2=NCN(CCOC(=O)c3ccccc3)CN2)cc1,-3,1,-1,1,0,34,-0.3,-6,20,-13
CC12CCC(c3nnc(SCc4ccc(Cl)cc4)nc31)C2(C)C (stereo not given),-2,-4,-1,-49,-1,-6,0.1,-3,25,6
CCOC(=O)c1cn2nc(SCc3ccccc3)nc2nc1C,-6,-2,0,-33,-2,-105,1.3,-23,15,-36
O=C(NCc1ccccc1)/C(=C/c1cccc([N+](=O)[O-])c1)NC(=O)c1ccco1,-1,6,-1,-6,-3,9,-13,8,18,-10
COC(=O)C1C(=O)NCC1c1ccc(OC)cc1 (stereo not given),5,3,0,-26,3,19,0.3,-3,1,-6
Cc1ccc2nc(NC(=O)C3CSC4(C)CCC(=O)N34)sc2c1 (stereo not given),-7,/,-15,/,/,-2,0.2,13,28,11
NC(=O)C1(N2CCCCC2)CCN(C(=S)Nc2ccc(F)c(Cl)c2)CC1,-1,-2,-6,-6,-3,17,-0.8,-3,1,-8
Cc1ccccc1NC(=O)c1cn2c(nc3ccccc32)c(C#N)c1C,4,-8,-2,1,-2,-12,-0.1,-1,10,-13
CCOC(=O)c1ccc(NC(=O)CSc2nnc(COc3ccccc3OC)n2CC)cc1,-2,-4,-1,-38,-4,-12,-0.2,-2,9,-7
O=C(CSc1ccc(-c2ccco2)nn1)c1cccc([N+](=O)[O-])c1,7,-4,16,-8,1,11,-0.4,9,19,48
CCOCc1cnc(C)nc1NCC(=O)c1c(C)[nH]c2ccccc12,-2,0,5,-9,-3,-3,1.4,0,16,3

# In a second layout: ten of the compounds above
mol	SKKanGAS inh	IEC-6 cytotox	Platelet DG rel	KLF5 inh	HSP90 refold inh	aSyn 5UTR inh	HIF act	HSF1 inh	AI-2 QS modul	HSF1 activator
Cc1cccc(NC(=O)c2ccc3c(=O)n(CC4CCCO4)c(=S)[nH]c3c2)c1 (stereo not given)	25	-3	-2	-16	-1	-12	-0.6	-6	24	-9
COCCCNC(=O)/C(C#N)=C/c1c(N2CCN(c3ccc(OC)cc3)CC2)nc2c(C)cccn2c1=O	6	0	2	-16	2	37	1.0	2	5	16
Cc1cc(C)n2nc(SCC(=O)N(CC(C)C)c3c(N)n(CC(C)C)c(=O)[nH]c3=O)nc2n1	-6	-2	4	-12	1	-6	-0.6	-4	48	3
Cc1cccc(C(C)C)c1NC(=O)C(C)OC(=O)Cn1cnc2c1c(=O)n(C)c(=O)n2C (stereo not given)	-1	/	10	/	/	-12	0.1	-6	16	-14
Cc1ccc(S(=O)(=O)NC2=NCN(CCOC(=O)c3ccccc3)CN2)cc1	-3	1	-1	1	0	34	-0.3	-6	20	-13
CC12CCC(c3nnc(SCc4ccc(Cl)cc4)nc31)C2(C)C (stereo not given)	-2	-4	-1	-49	-1	-6	0.1	-3	25	6
CCOC(=O)c1cn2nc(SCc3ccccc3)nc2nc1C	-6	-2	0	-33	-2	-105	1.3	-23	15	-36
O=C(NCc1ccccc1)/C(=C/c1cccc([N+](=O)[O-])c1)NC(=O)c1ccco1	-1	6	-1	-6	-3	9	-13	8	18	-10
COC(=O)C1C(=O)NCC1c1ccc(OC)cc1 (stereo not given)	5	3	0	-26	3	19	0.3	-3	1	-6
Cc1ccc2nc(NC(=O)C3CSC4(C)CCC(=O)N34)sc2c1 (stereo not given)	-7	/	-15	/	/	-2	0.2	13	28	11

# Continued:
SMILES,SKKanGAS inh,IEC-6 cytotox,Platelet DG rel,KLF5 inh,HSP90 refold inh,aSyn 5UTR inh,HIF act,HSF1 inh,AI-2 QS modul,HSF1 activator
CC(C)(C)c1ccc(OCCCC(=O)NNC(=O)c2ccccc2O)cc1,2,/,11,/,/,46,2.1,2,36,7
COn1c(=O)c(=O)n(O)c2ccccc21,-1,-3,?,-26,-5,-3,-0.1,3,13,-7
CC(C)(C)OC(=O)N1CCC[C@H]1C(=O)N/N=C/c1cccc2cccnc12,-1,8,16,2,1,-7,-0.8,-5,15,18
CCn1cc(C(=O)NCCC(C)C)c(=O)c2cc(S(=O)(=O)N3CCCCC3)ccc21,-1,9,-8,4,4,10,-0.3,2,10,-11
Cc1ccc(-n2c(SCC(=O)NC3CCS(=O)(=O)C3)nc3ccccc3c2=O)cc1C (stereo not given),-2,/,7,/,/,10,0.2,-1,21,-16
Cc1ccc(OCC(=O)N2CCN(C(=O)CCC3CCCC3)CC2)cc1,8,13,24,11,7,-1,0.1,1,15,8
CCOC(=O)Cc1csc(NC(=O)CCCCCN2C(=O)c3cccc4cccc(c34)C2=O)n1,-2,2,/,-23,-3,5,-2.9,-7,13,4
Nc1cc(=O)[nH]c(SCc2cccc3ccccc23)n1,2,2,0,-33,-3,9,0.0,-13,3,-9
C=C(C)c1cccc(C(C)(C)NC(=O)NCCN(CC)CC)c1,5,4,-9,-18,0,-12,-0.9,-6,25,-3
CNC(=S)N(Cc1ccc(OC)cc1)C1CC(=O)N(c2ccc(OC)cc2)C1=O (stereo not given),/,1,/,24,4,/,/,/,27,/
C=CCS(=O)(=O)N1CCCC(C(=O)c2cccc(Cl)c2)C1 (stereo not given),-2,-4,0,-18,4,11,-0.1,-2,10,1
Cn1cc(S(=O)(=O)Nc2ccc(Br)cc2F)c(=O)n(C)c1=O,-5,-5,0,-17,-1,6,-0.4,-6,19,-17
CC(c1ccccc1)N1C(=O)CC(Sc2ncccc2C(=O)O)C1=O (stereo not given),5,-1,-6,-26,-3,2,0.0,1,12,-7
COc1ccc(/C=N/NC(=O)c2[nH]c3ccc(Br)cc3c2-c2ccccc2)c(C(=O)O)c1OC,-1,0,-14,3,8,-8,0.2,-16,21,-21
